# TDP2 inh: TDP2 (human) inhibition, absorbance primary screen; actives 0.34% (n = 370,000); recombinant TDP2, T5PNP hydrolysis, p-nitrophenol absorbance 415 nm; O95551; AID 720702; inhibition, % at 12.8 µM;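 active = inhibition above the mean of all tested compounds plus 3 SD, set per campaign, cut at about 25% in these data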;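 note: 0% = DMSO with enzyme and 100% = buffer with substrate but no TDP2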
#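 Evaluation: % inhibition relative to enzyme-containing and enzyme-free wells. Material: recombinant human TDP2. Benchmarks: enzyme-free and DMSO wells. Timing: enzyme reaction with compound for 2 h at 37 °C. Compound dosing: 12.8 µM only. Measured by: p-Nitrophenol epi absorbance. Reagent: T5PNP substrate at 5 mM, a TopII-DNA adduct mimic. Replication: single well per compound.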
# SIAE primary: human SIAE inhibition, primary screen; inhibition, % at 9.66 µM; SIAE FP-Rh probe binding, fluorescence polarization; actives 0.69% (n = 370,000); Q9HAT2;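 active = inhibition above a cutoff: mean of compounds within the control limits plus 3 SD of those, cut at about 17% in these data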;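 note: 0% = plate median of compound wells and 100% = probe without SIAE protein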
# Target sequence (Q9HAT2 whole entry, looked up): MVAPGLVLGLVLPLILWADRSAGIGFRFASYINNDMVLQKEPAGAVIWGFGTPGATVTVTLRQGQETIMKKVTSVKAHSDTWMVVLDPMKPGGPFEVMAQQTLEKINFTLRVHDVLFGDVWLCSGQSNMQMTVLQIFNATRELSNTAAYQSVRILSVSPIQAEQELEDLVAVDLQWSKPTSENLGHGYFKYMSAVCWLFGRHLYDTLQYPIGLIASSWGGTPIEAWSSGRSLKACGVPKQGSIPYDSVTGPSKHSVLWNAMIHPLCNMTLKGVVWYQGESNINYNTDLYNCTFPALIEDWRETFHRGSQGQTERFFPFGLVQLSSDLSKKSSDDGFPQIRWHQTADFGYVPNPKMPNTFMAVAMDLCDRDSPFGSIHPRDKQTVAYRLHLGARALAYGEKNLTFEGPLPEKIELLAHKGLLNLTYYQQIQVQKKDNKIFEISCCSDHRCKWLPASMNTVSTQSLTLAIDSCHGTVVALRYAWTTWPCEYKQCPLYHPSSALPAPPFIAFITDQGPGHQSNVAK
# HTRA1 inhibitor: inhibitors of human serine peptidase HTRA1; AID 504803; actives 0.5% (n = 340,000); inhibition, % at 5.96 µM; recombinant HTRA1, FP-rhodamine activity-based probe, fluorescence polarization; Q92743; in the data active = inhibition above about 36%;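 note: 0% = enzyme with DMSO and 100% = wells lacking enzyme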
# Target sequence (Q92743 whole entry, looked up): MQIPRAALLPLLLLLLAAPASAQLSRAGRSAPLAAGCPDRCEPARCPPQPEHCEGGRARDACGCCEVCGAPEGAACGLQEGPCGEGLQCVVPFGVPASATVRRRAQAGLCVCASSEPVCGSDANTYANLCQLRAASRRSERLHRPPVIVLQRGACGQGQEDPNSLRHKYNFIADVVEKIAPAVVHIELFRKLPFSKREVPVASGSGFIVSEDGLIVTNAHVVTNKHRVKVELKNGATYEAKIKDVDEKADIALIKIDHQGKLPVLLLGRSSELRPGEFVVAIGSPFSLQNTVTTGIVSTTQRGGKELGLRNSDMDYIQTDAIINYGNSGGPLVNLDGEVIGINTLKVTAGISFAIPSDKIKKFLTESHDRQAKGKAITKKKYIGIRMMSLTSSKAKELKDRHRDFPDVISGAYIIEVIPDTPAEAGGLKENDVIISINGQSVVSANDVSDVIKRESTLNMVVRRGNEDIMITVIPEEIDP
# Rev-erbA mod: Rev-erb alpha (human) modulation; P20393; Rev-erbα–FITC-DNA binding, fluorescence polarization, 90 min; activity, % at 10 µM; actives 0.79% (n = 370,000); AID 1259318;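 active = activity above about 14%, limit read from the data; passing the limit was not always enough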;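 note: 0% = DMSO wells with 35 nM protein and 100% = DMSO wells with 750 nM protein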
# mABHD4 FP: ABHD4 (mouse) inhibition, primary FP screen; actives 0.54% (n = 370,000); Q8VD66; purified mABHD4, FP-Rh probe fluorescence polarization; inhibition, % at 8.92 µM; AID 720543;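 active = inhibition exceeding the mean over every tested compound plus 3 SD, cut at about 30% in these data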;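 note: 0% = plate median of compound wells and 100% = S159A mutant with DMSO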
#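 Doses – 8.92 µM, single dose · Material – wild-type mouse ABHD4 protein · Replication – single well per compound (singlicate) · Measure – percent inhibition of probe binding, normalized to plate controls · Schedule – 45 min compound pre-incubation plus 60 min probe step, 25 °C · Detection – fluorescence polarization with parallel and perpendicular emission, 525/598 nm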
# PG9 Ab binder: PG9 antibody binding by small molecule. AID 624416. actives 0.43% (n = 360,000). inhibition, % at 6.7 µM. TR-FRET gp120-PG9 antibody binding; in the data active = inhibition above about 8.5%
# PRMT1 inh: PRMT1 (human) inhibition, primary screen | actives 1.3% (n = 370,000) | AID 652257 | recombinant PRMT1, activity-based probe fluorescence polarization | inhibition, % at 2.79 µM | Q99873;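 active = inhibition above about 21% made by adding two undisclosed values, limit read from the data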
# rCAG binder: binds r(CAG) RNA repeats; inhibition, % at 3 µM; r(CAG) RNA repeat, TO-PRO-1 dye displacement fluorescence; actives 1.3% (n = 370,000); AID 651821;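 active = inhibition above the plate cutoff, the mean of all test compounds on that plate plus 3 SD, cut at about 35% in these data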;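 note: 0% = DMSO alone and 100% = 100 µM mitoxantrone as full dye displacement; higher means more dye released from RNA so lower well fluorescence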
# LEDGF integ inh: blocks HIV-1 LEDGF/p75-dependent DNA integration; actives 0.64% (n = 370,000); TR-FRET IN-LEDGF/p75 DNA integration, Eu/Cy5; inhibition, % at 3.7 µM; AID 743269;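 active = inhibition above the screen-wide mean plus 3 SD, cut at about 13% in these data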;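 note: signal is the Cy5 over europium emission ratio at 671 and 618 nm; 0% = plate median of compound wells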
# TCR-CD3 inh: inhibitors of human TCR-CD3 interaction; TAMRA-labeled TCR probe fluorescence, biochemical; inhibition, % at 9.4 µM; actives 0.37% (n = 360,000); in the data active = inhibition above about 19%;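 note: recombinant mutant TCR 2C K166C tagged with TAMRA read by polarization; 0% = receptor in buffer alone and 100% = receptor with positive control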
# * marks the source's active call; other numbers are inactive results; . = no result given. This is a subset; count on the stated rates, not on these rows.
# The line under a structure holds: TDP2 inh	SIAE primary	HTRA1 inhibitor	Rev-erbA mod	mABHD4 FP	PG9 Ab binder	PRMT1 inh	rCAG binder	LEDGF integ inh	TCR-CD3 inh
> O=C(CN(c1ccc2c(c1)OCCO2)S(=O)(=O)c1ccccc1)Nc1ccc2c(c1)OCO2
    6	5	-3	-5	3	-1.7	2	8	2	2
> Cc1cc(C)cc(N2C(=O)CC(Cn3nc(C)cc3C)C2=O)c1 (configuration not stated)
    1	1	.	10	2	-2.5	-2	0	-2	6
> CCN1C(=O)c2cccc3c(NC(=O)c4ccc5c(c4)OCCO5)ccc1c23
    -24	2	10	5	2	-3.0	-1	4	6	-6
> O=C(COc1ccc2c(-c3ccccc3)cc(=O)oc2c1)NCCCN1CCOCC1
    -14	-9	-1	-4	-10	-1.8	-3	-2	7	0
> COc1ccc(NC(=O)COC(=O)c2ccc3ccccc3n2)cc1OC
    0	6	0	-7	-1	0.3	-3	2	-2	3
> O=C(Cc1c[nH]c2ccccc12)NC1(C(=O)NC2CCCC2)CCCCC1
    -7	-4	1	0	0	-1.8	4	-8	-3	-5
> COc1cc(OC)c(NC(=O)CCc2nc(-c3cccs3)no2)cc1Cl
    6	-6	-11	7	-8	0.3	-1	2	-2	8
> CC1(C(=O)Nc2ccccc2Br)CCN1C(=O)Cc1ccc(Cl)cc1Cl (configuration not stated)
    -9	-2	.	0	-4	-1.8	-7	0	3	5
> O=S(=O)(NCc1ccncc1)c1ccccc1
    2	2	-6	0	3	0.9	-3	-1	1	9
> COc1cc(C(=O)NCc2nnc(SCC(=O)Nc3cccc(C)c3)o2)cc(OC)c1OC
    -14	2	6	4	4	-0.6	0	0	-1	10
> COC(=O)Cc1cc(=O)[nH]c(/N=C(\N)Nc2cccc(C)c2)n1
    -2	-3	9	3	0	-1.5	0	-3	-11	6
> COc1cccc(CNCc2cccnc2)c1OCc1ccccc1
    8	7	8	-6	-5	-0.2	0	-5	3	6
> Nc1cccc(Oc2ccc3c(c2)C(=O)N(CC2CCCO2)C3=O)c1 (configuration not stated)
    -14	-4	8	-1	-13	1.1	9	-7	1	-11
> COc1ccc(C(C)(NC(C)=O)c2nc(-c3ccccc3OC)cs2)cc1 (configuration not stated)
    2	1	.	-5	-4	-0.8	-2	0	-2	-6
> COc1ccccc1N=Nc1ccc(O)c2ncccc12
    12	15	81*	7	38*	-6.4	2	13	4	2
> N#Cc1c(-c2cccs2)nc(SCC(=O)c2ccc(Br)cc2)[nH]c1=O
    1	-42	-103	0	-64	24*	7	76*	-3	-5
> CN(CCC1CCCCO1)C(=O)CCc1nnc(Cc2c[nH]c3ccccc23)o1 (configuration not stated)
    10	1	11	1	0	-1.9	1	-4	-5	-3
> CCC1CCCCN1S(=O)(=O)c1ccc(NC(=O)c2cccnc2)cc1 (configuration not stated)
    6	-1	-4	-3	-1	0.9	2	-4	-2	4
> S=C(N/N=C/c1ccc(Cl)cc1)N1CCOCC1
    3	5	11	-2	1	-1.5	-1	6	-1	1
> O=C(C1COc2ccccc2O1)N1CCCCC1 (configuration not stated)
    5	0	2	2	1	0.5	6	1	-2	6
> OCc1cc(CO)c(O)c(CCc2ccccc2)n1
    -10	-5	7	3	-9	1.5	5	2	0	-4
> CCCC(C)NC(=O)COC(=O)c1cccc(NS(C)(=O)=O)c1 (configuration not stated)
    -9	-12	-4	1	-14	1.0	7	-1	0	-8
> Cc1cccc2c(C(=O)O)c3cccc(C)c3nc12
    6	3	-1	-1	3	1.4	1	2	0	2
> O=C(CSc1ccc2nnc(-c3cccnc3)n2n1)Nc1ccccc1
    8	4	1	1	-2	0.1	-2	-2	-3	4
> O=C1CCC(c2ccccc2)(C2CCN(Cc3ccccc3)CC2)C(=O)N1 (configuration not stated)
    -3	-3	2	2	-5	-1.6	-1	0	1	0
> Cc1cccc(C)c1NC(=S)N(Cc1ccccc1)Cc1cccs1
    1	5	-17	-5	-9	-0.1	0	-2	-2	6
> CCOC(=O)CNS(=O)(=O)c1ccc(C(=O)O)cc1
    7	-1	2	-3	-1	-4.0	3	1	0	3
> COc1ccc(NC(=O)C2Cc3c(-c4cccc(C(N)=O)c4)ccnc3O2)cc1 (configuration not stated)
    -3	-1	.	6	-3	-0.6	2	2	2	-12
> COc1ccc(C(=O)C2CCCN(C(=O)C3CCOCC3)C2)c(C)c1 (configuration not stated)
    -16	2	-3	0	0	-2.2	1	1	1	-1
> O=C(c1ccccc1)N1CCN(c2ncnc3sc4c(c23)CCC4)CC1
    6	2	-7	5	6	1.1	0	-4	-2	0

# Reprinted at random: 2 entries already listed
# The line under a structure holds: TDP2 inh	SIAE primary	HTRA1 inhibitor	Rev-erbA mod	mABHD4 FP	PG9 Ab binder	PRMT1 inh	rCAG binder	LEDGF integ inh	TCR-CD3 inh
> COc1ccccc1N=Nc1ccc(O)c2ncccc12
    12	15	81*	7	38*	-6.4	2	13	4	2
> OCc1cc(CO)c(O)c(CCc2ccccc2)n1
    -10	-5	7	3	-9	1.5	5	2	0	-4

# (listing goes on)
# The line under a structure holds: TDP2 inh	SIAE primary	HTRA1 inhibitor	Rev-erbA mod	mABHD4 FP	PG9 Ab binder	PRMT1 inh	rCAG binder	LEDGF integ inh	TCR-CD3 inh
> CNC(=O)CSc1nnc(COc2ccc(Cl)cc2)n1CCOC
    4	0	5	5	0	-1.2	3	0	3	1
> Cn1nnnc1SCC(=O)c1cccs1
    9	-2	-2	-3	9	0.6	4	-2	0	-1
> O=C(NC(=O)N1CCN(c2cccc(Cl)c2)CC1)c1ccc(Cl)cc1
    12	-2	-6	0	-1	-0.5	0	-2	4	3
> CCOC(=O)N1CCN(C(=S)NCCOC)CC1
    5	2	2	3	5	0.1	2	-3	2	3
> O=C1/C(=C/c2ccccc2)NC(=S)N1C(c1ccccc1)c1ccccc1
    1	-5	-29	-4	-51	-0.6	2	16	-1	1
> COc1ccc(Cl)cc1NC(=O)CN(C)C(=O)Cc1ccc(-c2ccccc2)cc1
    0	0	-56	7	-23	0.7	2	5	-4	-11
> COCc1cccc(C(=O)NC(c2ccccc2)c2ccccc2)c1
    10	-7	-4	-5	-7	-1.9	0	-4	0	0
> COc1cc(C(=O)NC2=NCCS2)ccc1OCc1c(C)noc1C
    7	5	-3	3	0	-2.1	4	5	-2	-7
> Cc1ccc(C)c(C(=O)COc2ccc(C)nc2[N+](=O)[O-])c1
    -2	5	3	.	11	-2.5	21*	4	0	5
> Clc1ncnc2c1oc1ccccc12
    2	4	11	-2	-4	-0.5	1	0	0	1
> COc1cc(CCC(=O)Nc2cccc(C(F)(F)F)c2)cc(OC)c1OC
    -8	-3	2	-3	-1	-1.1	-1	-3	-1	-1
> O=C(N[C@H](C(=O)N1CCC[C@H]1C(=O)NC1CCCC1)c1ccccc1)C1CC1
    -1	-6	.	5	-4	-2.6	-1	2	3	-4
> COc1cccc(-n2cc(CNCc3cn(C)nc3-c3ccccc3F)cn2)c1
    -18	5	-6	3	-6	0.5	1	-4	-7	-5
> Cc1cccc(CC(=O)N2CCCC2)c1
    5	0	1	-7	7	1.2	0	-3	-3	-3
> COc1ccc(N(CC(=O)NCCSc2ccccc2)S(=O)(=O)c2ccccc2)c(OC)c1
    -2	8	-17	8	7	2.6	1	1	2	-8
> CNc1snc(C)c1C(=O)OCC(=O)c1ccc(OC)c(F)c1
    0	-2	-1	-1	-9	-1.4	-5	3	4	-6
> Cc1onc(-c2ccccc2)c1C(=O)NC(=S)NNC(=O)c1ccc(O)cc1
    -3	7	6	-1	10	-0.1	-2	11	-2	13
> O=c1c2c([nH]c3ccc(Br)cc13)CCCC2
    1	15	-6	18	-4	-3.1	1	0	2	-11
> CCOc1ccc(S(=O)(=O)/N=C(\N)c2ccccc2)cc1
    -6	-2	1	3	8	-0.5	-1	0	-1	-3
> CCc1cc(C(=O)N=Nc2c(O)[nH]c3ccc([N+](=O)[O-])cc23)c2ccccc2n1
    12	2	7	7	40*	-2.3	1	42*	2	8
> O=C(Nc1ccccc1)c1cccc(N2C(=O)CCC2=O)c1
    0	3	-2	-2	1	-0.4	1	-1	-2	0
> CCOC(=O)c1oc2ccc(S(=O)(=O)Nc3ccc4c(c3)n(C)c(=O)n4C)cc2c1C
    2	-1	-5	0	2	1.8	2	4	-2	-7
> O=C(COC(=O)c1ccccn1)Nc1c(Cl)cccc1Cl
    -10	1	4	3	1	1.8	-1	4	2	6
> CC(C)CCn1c(SCC(=O)NC2CC2)nc2cc(Cl)ccc2c1=O
    -8	-3	-1	20*	-5	-0.4	-1	2	-1	0
> CCc1ccc(NC(=O)Cn2nnc(C(=O)NCc3ccc4c(c3)OCO4)c2N)cc1
    -2	-17	-14	-5	0	-0.5	-2	0	0	-4
> O=C(Nc1ccc(F)cc1F)c1csc(-c2cccs2)n1
    -7	-7	-12	4	0	-0.2	-1	0	1	9
> COCCCNC(=O)c1ccc(N2CCOCC2)c(NS(=O)(=O)c2ccc(OC)cc2)c1
    -5	0	-2	5	0	0.2	-2	-5	1	0
> C/C(Cl)=C\Cn1c(Nc2cccc(C)c2)nc2c1c(=O)n(C)c(=O)n2C
    -10	16	-9	9	3	-3.1	-3	-4	0	5
> Nc1ccc(N(CCO)CCO)cc1
    46*	15	29	-9	22	-15	20	-10	24*	27*
> CC(C)OC(=O)CCCCCN1C(=O)CSC1=S
    0	-43	-30	-7	-77	0.7	2	-2	-4	-19
> COc1cc(/C=N/NC(=O)c2cccc(S(=O)(=O)N3CCCCC3)c2)cc(Br)c1O
    -4	2	2	-5	0	-1.8	9	12	0	-9
> COC(=O)c1ccccc1NC(=O)C1CCC(=O)N1S(=O)(=O)c1ccc(C)cc1 (configuration not stated)
    -3	-1	-2	-4	-3	0.8	-2	1	6	-5
> Cc1cc(Cl)nc(Cl)c1C(=O)NCCc1ccccc1
    12	7	-1	9	-4	-2.2	-1	0	0	-4
> Cc1cccc(C)c1NC(=O)CNC(=O)c1cncc(Br)c1
    1	-5	-5	-3	1	-0.7	-2	0	1	5
> COc1cc2cc(CCCOC(=O)CCC(=O)O)oc(=O)c2cc1OC
    6	4	-2	1	8	-2.8	0	0	1	5
> Cc1ccc(S(=O)(=O)N2CCCCC2)cc1NC(=O)C1CCN(C(=O)OC(C)(C)C)CC1
    -3	-11	-2	5	-14	0.8	-2	-2	5	3
> CCN(CC)C(=O)c1ccc(Nc2nnc(-c3ccc(O)cc3)c3ccccc23)cc1
    8	0	-29	-7	-10	-2.8	-3	-2	-4	-3
> CCOC(=O)c1c(C)n(C)c2ccc(OC)c(NC(=O)c3cccs3)c12
    5	-1	4	4	2	1.4	1	2	-2	-11
> CC(=O)N[C@@H]1[C@@H](O)[C@@H]2OC(c3ccccc3)OC[C@H]2O[C@@H]1N=[N+]=[N-] (some centres not stated)
    -7	0	4	2	2	-1.0	-3	-2	3	-1
> CCOC(=O)CC1COCCN1C(=O)c1cc(COc2ccc(F)cc2Cl)on1 (configuration not stated)
    4	4	-8	-9	-2	0.7	2	-9	-2	-1
> O=C(NCCSc1ccccc1)c1ccccc1Cl
    6	-2	-2	4	4	-1.7	-2	10	-1	0
